# STAT3 blocker – IL-6 driven STAT3 reporter inhibitors, primary screen, U3A cells, luciferase, luminescence, MLSCN library. IL-6 STAT3-luciferase reporter; host cell line lacks STAT1. inhibition, % at 5.5 µM. 0.89% of 190,000 active;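 active means inhibition above the mean inhibition across all screened compounds plus 3 SD, cut at about 44% in these data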;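 further: 0% = DMSO only wells and 100% = 100 µM nifuroxazide control wells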
# NF-kB neuron act – activators of NF-kB expression in neurons, primary screen, cell-based, HTS. 1.6% of 190,000 active. fold change at 12.5 µM. human neuronal cells, NF-kB reporter expression; hits give high values; in the data active means fold change above about 3.3
# DTT redox prof – compounds producing H2O2 with reducing agent – biochemical, NIH compound library profiling, artefact control for MLSCN library redox annotation, primary screen | DTT-dependent redox cycling H2O2, phenol red/HRP absorbance; 100% = 100 µM peroxide control, 0% = buffer | activation, % at 10 µM | 0.03% of 200,000 active;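 active means activation of at least 50% relative to the plate's high and low controls in the primary single-dose screen; inactive means activation below 50%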;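 further: compound incubated with DTT at 0.8 mM final as the reducing agent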
# Hsp70 act – Hsp70 transcriptional activators, primary screen, cell-based, HeLa, Hsp70 promoter luciferase, luminescence, 10 µM; HeLa Hsp70 promoter luciferase reporter; scaled: vehicle 0, proteasome-inhibitor control 100%; activation, % at 10 µM; 0.04% of 200,000 active;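 active means activation above the mean across all tested compounds plus 3 SD, cutoff set per campaign, cut at about 5.5% in these data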;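 further: 100% = MG132 at 30 µM as the positive control and 0% = DMSO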
# APP 5'UTR act – activators of APP 5'UTR luciferase reporter, primary screen, SH-SY5Y cells; SH-SY5Y APP 5'UTR luciferase reporter, luminescence; zero percent = DMSO vehicle wells; activation, % at 2 µM; 1% of 190,000 active; AID 1276, 2008;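 active means activation above a set limit, based on mean plus 3 SD of controls, cut at about 140% in these data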; further: values of inactives mirror those of a sister screen read the other way
# TLR4-MyD88 BLA – inhibitors of TLR4-MyD88 association in cells, primary screen, cell-based, HeLa CL3-4, BLA complementation, FRET ratio; 0.18% of 200,000 active; HeLa CL3-4 TLR4/MyD88 BLA complementation; Toll-like receptor 4 (Homo sapiens) + Myeloid differentiation primary response protein …; inhibition, % at 8.4 µM; in the data active means inhibition above about 25%;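 further: 0% = vehicle and 100% = reference inhibitor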
# Target sequence (O00206 whole entry, looked up): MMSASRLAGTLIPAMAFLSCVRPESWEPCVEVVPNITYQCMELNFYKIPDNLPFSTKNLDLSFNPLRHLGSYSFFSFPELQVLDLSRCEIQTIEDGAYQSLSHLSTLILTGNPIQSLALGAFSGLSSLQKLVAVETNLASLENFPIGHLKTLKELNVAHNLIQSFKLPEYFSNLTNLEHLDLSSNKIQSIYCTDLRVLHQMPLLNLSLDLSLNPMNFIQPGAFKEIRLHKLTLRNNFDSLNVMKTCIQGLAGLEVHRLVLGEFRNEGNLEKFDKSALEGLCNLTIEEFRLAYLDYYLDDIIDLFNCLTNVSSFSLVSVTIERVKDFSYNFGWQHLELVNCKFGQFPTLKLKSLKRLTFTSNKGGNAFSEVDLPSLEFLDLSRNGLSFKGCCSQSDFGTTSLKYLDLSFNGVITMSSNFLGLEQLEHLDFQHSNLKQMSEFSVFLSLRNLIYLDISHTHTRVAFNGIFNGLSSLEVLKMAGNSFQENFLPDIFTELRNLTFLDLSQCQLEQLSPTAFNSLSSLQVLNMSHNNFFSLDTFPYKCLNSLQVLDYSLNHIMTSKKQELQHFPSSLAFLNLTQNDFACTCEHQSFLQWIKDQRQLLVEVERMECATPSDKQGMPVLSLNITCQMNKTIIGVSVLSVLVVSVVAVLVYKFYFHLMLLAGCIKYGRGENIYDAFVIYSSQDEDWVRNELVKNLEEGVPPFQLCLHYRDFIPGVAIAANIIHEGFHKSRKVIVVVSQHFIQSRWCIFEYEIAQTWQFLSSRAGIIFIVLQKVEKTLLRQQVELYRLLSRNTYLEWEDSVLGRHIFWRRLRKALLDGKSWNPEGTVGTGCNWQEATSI
# Target sequence (Q99836 whole entry, looked up): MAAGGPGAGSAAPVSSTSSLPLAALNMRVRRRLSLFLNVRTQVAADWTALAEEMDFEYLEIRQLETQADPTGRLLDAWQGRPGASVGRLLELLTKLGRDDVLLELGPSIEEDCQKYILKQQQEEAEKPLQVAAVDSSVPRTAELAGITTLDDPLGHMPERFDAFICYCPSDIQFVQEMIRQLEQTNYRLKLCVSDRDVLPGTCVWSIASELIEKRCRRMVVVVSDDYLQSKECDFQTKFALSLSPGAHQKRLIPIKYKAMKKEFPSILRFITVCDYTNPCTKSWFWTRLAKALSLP
# STAT1 inh – STAT1 signaling inhibitors, primary screen, cell-based, HTS, luciferase reporter. NIH 3T3 STAT1-luciferase reporter, IFN-gamma, luminescence. inhibition, % at 5.5 µM. 0.35% of 200,000 active. AID 920, 2007;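 active means inhibition above a set limit, the mean inhibition across all tested compounds plus 3 SD, cut at about 34% in these data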;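 further: 0% = IFN-gamma with DMSO and 100% = IFN-gamma with 300 µM nifuroxazide; values of inactives mirror those of a sister screen read the other way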
# HMGR II inh – inhibitors of E. faecalis class II HMGR, primary screen, biochemical, Enterococcus faecalis. purified E. faecalis HMGR, NADPH absorbance 340 nm kinetic. 0.41% of 190,000 active. AID 1066, 2008. inhibition, % at 10 µM. HMG-CoA reductase (Enterococcus faecalis, mvaE);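 active means inhibition above a set limit, the median over all tested compounds plus 3 SD, cut at about 9.5% in these data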;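 further: enzyme runs in reverse so mevalonate oxidation gives rising NADPH absorbance; 0% = complete reaction with DMSO and 100% = background rate lacking mevalonate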
# STAT3 act – IL-6 driven STAT3 reporter potentiators, primary screen, U3A cells, luciferase, luminescence, MLSCN library; IL-6 STAT3-luciferase reporter; 100% = signal with IL-6 EC80 alone; 0.91% of 190,000 active; activation (% of control), % at 5.6 µM;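 active means activation above the screen-wide mean of compound activation plus 3 SD, cut at about 130% in these data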;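 further: 0% = background luminescence of wells with medium and substrate only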
#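 Test system: STAT3-luciferase reporter U3A cells; Detection: reporter luminescence signal; Times: 1 h compound pre-exposure, 6 h IL-6 stimulation, 37 °C; Benchmarks: IL-6-only high control; Also added: IL-6 stimulus at 33 ng/mL final.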
# STAT1 activator – STAT1 signaling activators, primary screen, cell-based, HTS, luciferase reporter; NIH 3T3 STAT1-luciferase reporter, IFN-gamma, luminescence; 100% = IFN-gamma alone, no compound; activation (% of control), % at 5.5 µM; 2.6% of 200,000 active;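 active means activation above the screen-wide mean activation plus 3 SD, cut at about 130% in these data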;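 further: raw ratio to IFN-gamma control signal so 100% means no change and 0% no light; values of inactives mirror those of a sister screen read the other way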
# Starred values were filed as active, the others as inactive; nt = no result given.
SMILES,STAT3 blocker,NF-kB neuron act,DTT redox prof,Hsp70 act,APP 5'UTR act,TLR4-MyD88 BLA,STAT1 inh,HMGR II inh,STAT3 act,STAT1 activator
CN(C(=O)/C=C/c1ccccc1)C1CCS(=O)(=O)C1 (configuration not stated),3.2,1.52,0.1,-0.4,8.0,-3.0,5.7,-8.3,99.6,94.9
COc1ccccc1CN1C(=O)CCC1(C)C(=O)NC1CCCCCC1 (configuration not stated),11.5,0.97,1.9,-0.2,7.2,-1.3,8.9,0.5,94.3,91.8
N#CNC(=Nc1ccccc1)SCc1ccc(C(=O)O)cc1,5.8,1.05,0.7,-0.1,-10.7,-13.9,-8.0,-0.3,99.5,106.1
Cc1nc(-c2ccc(NC(=O)c3ccccc3C)cc2)cs1,17.1,5.06*,-0.7,-0.1,119.9,-0.1,-67.8,-4.2,88.7,159.4*
O=C(NCCN1CCCC1)C1COc2ccccc2O1 (configuration not stated),-3.9,1.01,0.3,-0.1,0.2,4.6,-2.4,-7.4,105.9,101.1
CCOC(=O)c1sc(NC(=O)CSc2n[nH]c(C)n2)nc1C,9.4,1.11,-0.1,-0.4,18.1,10.6,2.6,-7.7,93.9,95.9
Nc1ccc(Oc2ccc3c(c2)OCO3)cc1,1.0,1.2,0.2,-0.2,11.2,-0.7,-10.7,3.2,104.2,109.7
O=C(COC(=O)CSc1ccc2ccccc2c1)NC1CCCC1,-5.2,0.95,0.1,-0.1,0.7,-2.2,9.8,0.0,103.1,91.0
COc1ccc(-n2c(SCC(=O)NC3CCCCC3)nc3ccsc3c2=O)cc1,5.4,1.04,2.0,-0.2,-3.7,6.6,-1.9,-2.3,98.6,101.7
CC1(C)Cc2c(sc3ncn4nc(CCC(=O)O)c(=O)nc4c23)CO1,2.7,0.99,-2.7,0.0,2.1,6.6,-1.7,7.4,101.4,102.9
CCOC(=O)c1[nH]c2ccccc2c1NC(=O)c1cc(OC)c(OC)c(OC)c1,-0.8,nt,2.0,-0.7,11.9,-8.2,6.2,nt,102.8,94.3
CC(c1ccccc1C(O)(c1ccccc1)c1ccccc1)N(C)C (configuration not stated),-4.2,1.07,-0.3,-0.4,7.3,13.8,-9.4,-6.0,102.6,108.4
CCCc1nc2ccc(NC(C)=O)cc2c(=O)n1Cc1ccc(Cl)cc1,-13.6,3.66*,-1.4,-0.2,104.6,5.6,-47.4,-1.7,114.3,142.6*
O=C(Nc1ccc(N2CCN(C(=O)c3ccco3)CC2)c(Cl)c1)c1c(F)c(F)c(F)c(F)c1F,10.4,0.52,0.5,-0.4,4.9,-2.2,2.8,1.2,92.5,98.7
CCOc1ccc(OCc2ccc(C(=O)NCc3cccnc3)o2)cc1,2.8,0.88,2.1,-0.1,7.2,-6.8,-4.8,-6.0,101.0,104.4
O=C(NCc1cccnc1)c1ccc(COc2ccccc2Cl)o1,-10.7,0.88,0.0,0.0,19.5,3.9,3.3,-2.8,112.0,95.9
CC12CC3CC(C)(C1)CC(C(=O)NC1=NCCS1)(C3)C2,2.4,1.32,0.4,-0.2,5.0,-7.5,0.9,-4.8,99.3,99.1
O=C(CCc1nnc(CCCCc2ccccc2)o1)NCCCc1cccnc1,9.8,1.01,-10.4,0.0,-7.7,5.2,11.4,-5.5,93.5,89.7
CCO[C@H]1OC(C(=O)Nc2ccccc2)=C[C@@H](C)[C@@H]1CCCO,nt,0.74,-0.6,-0.2,-1.6,-1.4,2.3,0.0,nt,99.3
Cc1ccc(S(=O)(=O)Nc2ccc3c(c2)c2c(n3S(=O)(=O)c3ccc(C)cc3)CCCC2=O)cc1,0.2,0.84,-0.1,-0.4,7.2,10.1,7.6,-8.7,99.4,93.1
Cc1ccc(S(=O)(=O)N2CCOCC2)cc1NC(=O)CN1CCN(c2ccc(O)cc2)CC1,-2.0,1.63,-0.4,-0.5,-10.0,-15.9,5.4,5.0,99.8,95.2
COC(=O)c1sc(NC(=O)CSc2nncs2)c(C(=O)OC)c1C,11.6,1.09,0.3,-0.1,9.6,-10.3,-7.0,-2.5,90.4,106.4
Cc1sc2nc(C(C)(C)C)oc(=O)c2c1C,1.7,1,0.2,-0.5,-5.9,5.2,2.5,-2.4,104.7,97.7
Cc1ccc(NS(=O)(=O)c2cccc(C(=O)NCC3(N(C)C)CCCCC3)c2)cc1,-3.8,2.02,-0.2,-0.2,32.8,15.7,-2.0,1.0,104.5,100.8
Cc1ccc(C(c2nnnn2CS(=O)(=O)c2ccc(C)cc2)N2CCC(C(N)=O)CC2)cc1 (configuration not stated),5.0,1.57,2.8,0.2,-9.5,2.1,-11.3,-3.1,98.0,110.3
CCc1cc2cc3c(cc2nc1SCC(=O)Nc1cc(C)on1)OCO3,17.0,1.41,1.1,-0.1,-6.1,-2.7,9.0,-1.0,93.7,91.8
Cc1sc2ncnc(Sc3ccccc3C(=O)Nc3ccc(C#N)cc3)c2c1C,6.5,1.03,0.4,-0.3,-14.2,7.2,9.9,-3.2,94.7,91.2
O=C(O)c1ccc(/C=N/NC(=O)c2ccc(Br)cc2)cc1,-5.9,0.97,-0.2,-0.1,6.2,-3.6,-3.6,-2.5,104.0,103.2
CCCCN(CC)CCNC(=O)CN(C)S(=O)(=O)c1ccc2c(c1)c(=O)n(C)c(=O)n2C,-5.8,1.14,-0.5,-0.1,18.6,-10.1,-4.2,-0.5,107.0,103.8
COc1ccc(N(C(C)C(=O)N/N=C/c2cccnc2)S(C)(=O)=O)cc1 (configuration not stated),5.9,1.19,-1.0,0.0,7.2,3.7,0.9,-0.8,98.7,97.8
CN(C)c1ccc(/C=N\NC(=O)c2csnn2)cc1,37.4,3.39*,-3.5,0.2,8.9,8.9,-13.8,-4.7,71.8,112.4
COc1ccc(NC(=O)ON=C2c3ccccc3-c3ccccc32)cc1,-51.8,1.89,-3.8,0.1,17.8,2.9,-3.4,-6.7,151.6*,103.1
O=C(NC(N1CCOCC1)C(Cl)(Cl)Cl)c1ccccc1Cl (configuration not stated),-1.0,1.29,-1.7,-0.3,7.6,3.9,-2.0,-3.6,102.8,101.2
COc1cc(CN2C(=O)C(NC(=O)c3ccco3)(C(F)(F)F)C3=C2CC(C)(C)CC3=O)cc(OC)c1 (configuration not stated),1.1,1,0.1,0.0,-7.9,0.4,3.8,-0.3,103.0,96.5
Oc1ccccc1C1=Nc2ccccc2N=C(c2cccs2)C1,2.0,0.9,-2.8,0.1,0.5,-3.2,-8.5,-3.6,102.5,107.8
COc1ccc(C(C)NC(=O)c2ccoc2C)cc1OC (configuration not stated),0.6,1.25,3.5,-0.1,0.4,4.5,0.1,0.9,103.0,99.9
O=C(Nc1nc2c(s1)CCCC2=O)c1cnccn1,-8.9,1.77,2.6,-0.2,3.0,-2.4,-18.8,0.6,113.2,117.2
N#CCC(=O)NNC(=S)Nc1ccccc1C(F)(F)F,12.6,0.74,-0.7,-0.2,16.2,-15.8,-0.5,-5.8,96.7,100.6
COc1ccc(Cn2c(N)c(C#N)c3nc4ccccc4nc32)cc1,1.9,0.63,-2.5,-0.4,-0.7,-30.2,-4.6,0.8,102.5,104.3
O=C(CCn1c(=O)sc2ccccc21)NC1=NCCS1,12.6,1.2,3.2,-0.3,10.2,-7.9,-4.3,0.8,92.0,103.9
Oc1ccc(-c2cn3cc(C(F)(F)F)ccc3n2)cc1,83.4*,13.3*,-0.8,-0.6,228.7*,1.4,2.4,0.2,29.5,97.8
COc1ccc(NC(=O)CCN2CCCCCC2)c(OC)c1,9.4,1.26,2.5,0.4,-10.6,-7.2,6.7,-1.1,99.5,93.9
CC(=O)Nc1ccc(S(=O)(=O)NCCc2ccc(F)cc2)cc1,-1.7,1.12,-3.8,-0.4,10.8,-5.9,2.7,-3.9,103.6,97.6
Cc1ccc(S(=O)(=O)N(CC(=O)Nc2cccc([N+](=O)[O-])c2)C2CCCCC2)cc1,0.9,0.98,0.6,0.6,-1.4,5.7,9.9,-6.9,109.2,91.1
CN(CC(=O)Nc1ccc(F)cc1)c1ccc(S(=O)(=O)N2CCCC2)cn1,6.3,1.17,-1.0,0.2,5.8,8.4,3.2,-4.1,95.4,97.6
Cc1ccc(C(=O)C(OC(=O)CN2C(=O)c3ccccc3C2=O)c2ccccc2)cc1C (configuration not stated),11.6,1.15,0.0,-0.3,9.1,-10.1,6.0,3.1,95.6,94.5
CCOC(=O)c1c(N)sc2c1CCSC2,2.5,0.95,-0.3,-0.3,-17.8,3.7,7.2,-5.2,100.8,93.4
CC1CCC(NC(=O)CN2CCC(n3nnc4cc(F)ccc43)CC2)CC1 (configuration not stated),-2.9,1.01,-2.5,-0.4,19.7,17.5,-2.5,-1.5,108.2,103.6
CC1(C)C(c2cccs2)=[N+]([O-])C2(CCCCC2=O)N1O (configuration not stated),-5.8,1.83,1.4,-0.5,-7.6,2.9,-7.0,-3.2,107.0,104.9
Cc1cccc(C)c1NC(=O)c1ccc(-n2cnnn2)cc1,8.4,1.12,-0.1,-0.2,5.0,3.9,3.1,2.5,96.6,95.5
CCCCc1nc2ccccc2c(=O)n1NC(=O)c1c(O)c2c(n(CC(C)C)c1=O)CCCC2,-7.0,0.82,-1.3,-0.2,-1.6,3.1,6.5,-2.9,109.5,95.1
CCSc1nc(C)c(CC)c(C)c1C(N)=O,-21.4,1.04,0.9,-0.1,-7.0,12.2,-2.0,-3.8,120.7,103.3
O=C(NCc1nc2ccccc2[nH]1)c1ccc(Cl)c(S(=O)(=O)N2CCCC2)c1,7.8,0.89,-0.1,0.4,19.5,-4.0,0.9,-3.9,95.2,99.2
COc1cc(/C=C2\CC/C(=C\c3cc(OC)c(O)c(OC)c3)C2=O)cc(OC)c1O,1.7,0.67,5.9,0.1,-5.0,8.5,-36.1,6.1,102.0,131.9*
Cc1nn(C)cc1S(=O)(=O)N1CCN(Cc2ccc(F)cc2Cl)CC1,7.2,1.02,-0.8,-0.2,4.5,-1.6,-3.2,-2.9,97.5,101.4

# 3 compounds out of the list above, sorted by their value in STAT1 inh, ascending:
canonical_smiles | NF-kB neuron act | DTT redox prof | Hsp70 act | APP 5'UTR act | TLR4-MyD88 BLA | STAT1 inh | HMGR II inh | STAT3 act | STAT1 activator
Cc1ccc(C(c2nnnn2CS(=O)(=O)c2ccc(C)cc2)N2CCC(C(N)=O)CC2)cc1 (configuration not stated) | 1.57 | 2.8 | 0.2 | -9.5 | 2.1 | -11.3 | -3.1 | 98.0 | 110.3
CN(C(=O)/C=C/c1ccccc1)C1CCS(=O)(=O)C1 (configuration not stated) | 1.52 | 0.1 | -0.4 | 8.0 | -3.0 | 5.7 | -8.3 | 99.6 | 94.9
Cc1ccc(S(=O)(=O)Nc2ccc3c(c2)c2c(n3S(=O)(=O)c3ccc(C)cc3)CCCC2=O)cc1 | 0.84 | -0.1 | -0.4 | 7.2 | 10.1 | 7.6 | -8.7 | 99.4 | 93.1

# Screens: PubChem BioAssay, several laboratories
